From PubChem
CRFR2-BP antag: antagonists of CRF-BP/CRF-R2 complex, primary screen, cell-based, HEK293, calcium dye fluorescence, uHTS. inhibition, % at 11.8 µM. 0.59% of 350,000 active. AID 588475, 2011. CRF-induced calcium fluorescence;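 active means inhibition of the ligand-induced calcium signal above about 50% at the single tested concentration, limit read from the data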
M5 ag: human M5 muscarinic receptor agonists, primary screen, CHO-K1 cells, Fluo-8 calcium fluorescence; activation, % at 3 µM; CHO-K1 hM5 cells; 0% DMSO wells, 100% maximal acetylcholine response; 0.19% of 360,000 active;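 active means activation above the run's mean over test compounds plus 3 SD, cut at about 23% in these data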;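 further: signal is peak over basal fluorescence ratio across the kinetic read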
Target sequence (P08912 whole entry, looked up): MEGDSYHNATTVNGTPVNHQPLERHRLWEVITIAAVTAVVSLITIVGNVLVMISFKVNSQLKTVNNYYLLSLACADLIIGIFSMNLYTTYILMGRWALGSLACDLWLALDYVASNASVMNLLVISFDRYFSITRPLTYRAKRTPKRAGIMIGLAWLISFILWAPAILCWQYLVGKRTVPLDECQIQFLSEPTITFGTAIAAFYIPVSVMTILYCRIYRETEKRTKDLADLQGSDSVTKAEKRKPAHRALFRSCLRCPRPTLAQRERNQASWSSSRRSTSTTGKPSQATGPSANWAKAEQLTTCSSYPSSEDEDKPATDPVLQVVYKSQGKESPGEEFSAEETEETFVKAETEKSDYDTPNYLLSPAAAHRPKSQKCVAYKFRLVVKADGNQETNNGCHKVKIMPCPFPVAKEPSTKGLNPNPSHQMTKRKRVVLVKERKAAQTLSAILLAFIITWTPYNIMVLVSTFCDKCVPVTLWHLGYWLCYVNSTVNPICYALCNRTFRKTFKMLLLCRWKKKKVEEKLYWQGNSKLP
M5 PAM: human M5 muscarinic receptor positive allosteric modulators, primary screen, CHO-K1 cells, Fluo-8 calcium fluorescence. Muscarinic acetylcholine receptor M5 (Homo sapiens), P08912. CHO-K1 hM5, ACh EC20 PAM; 0% = ACh EC20, 100% = ACh EC100. activation, % at 3 µM. 0.3% of 360,000 active;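 active means activation above the run cutoff, the mean activation of all test compounds plus 3 SD, cut at about 18% in these data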
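Probe or stimulus: acetylcholine, EC20 level; Assay system: human M5 receptor in CHO-K1 cells; Schedule: compound preincubation 140 s before EC20 acetylcholine addition; Technique: intracellular calcium via Fluo-8 fluorescence; Dosing: single-point, 3 µM nominal; Read-out basis: percent activation from peak-over-basal fluorescence ratio, scaled EC20-to-EC100 acetylcholine; Repeats: one well per compound, no replicates.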
M5 antag: human M5 muscarinic receptor antagonists, primary screen, CHO cells, Fluo-8 calcium fluorescence; Muscarinic acetylcholine receptor M5 (Homo sapiens), P08912; CHO-hM5 cells, ACh EC80; inhibition, % at 3 µM; 0.59% of 360,000 active;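 active means inhibition above a per-plate cutoff, the mean of that plate's test compounds plus 3 SD, cut at about 27% in these data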;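 further: 0% = acetylcholine EC80 with DMSO and 100% = DMSO without agonist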
CRFR2-BP ag: agonists of CRF-BP/CRF-R2 complex, primary screen, cell-based, HEK293, calcium dye fluorescence, uHTS; AID 588473, 2011; activation, % at 13.2 µM; calcium dye fluorescence (FLIPR); percent of saturating CRF peptide response; CRF-binding protein / CRF receptor 2 complex (human); 0.46% of 350,000 active;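 active means activation of at least 50%, plus an integration ratio under a set limit after plate pattern correction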;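 further: plate controls were neutral control wells without compound for no effect and CRF at EC100 for full effect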
M4 PAM: human M4 muscarinic receptor positive allosteric modulators, primary screen, CHO-K1 cells, Fluo-8 calcium fluorescence. Muscarinic acetylcholine receptor M4 (Homo sapiens), P08173. CHO-K1 hM4/Gqi5, ACh EC20; 0% = ACh EC20, 100% = maximal ACh. activation, % at 3 µM. 0.4% of 360,000 active. AID 624126, 2012;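 active means activation above its plate's cutoff, the mean activation of sample wells plus 3 SD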; further: some results filed as inactive read as strong as hits
Target sequence (P08173 whole entry, looked up): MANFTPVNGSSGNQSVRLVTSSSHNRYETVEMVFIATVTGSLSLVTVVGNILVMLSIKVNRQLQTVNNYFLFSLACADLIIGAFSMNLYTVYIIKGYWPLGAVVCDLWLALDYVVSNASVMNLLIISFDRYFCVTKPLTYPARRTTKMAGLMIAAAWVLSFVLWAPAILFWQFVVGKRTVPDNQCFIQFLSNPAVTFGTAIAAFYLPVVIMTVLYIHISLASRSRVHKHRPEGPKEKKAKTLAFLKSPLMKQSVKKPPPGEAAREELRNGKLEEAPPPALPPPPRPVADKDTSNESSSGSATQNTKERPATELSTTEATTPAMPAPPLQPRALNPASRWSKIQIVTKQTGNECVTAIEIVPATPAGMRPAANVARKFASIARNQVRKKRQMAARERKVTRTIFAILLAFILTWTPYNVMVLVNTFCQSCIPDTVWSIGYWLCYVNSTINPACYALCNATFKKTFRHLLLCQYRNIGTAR
M4 ag: human M4 muscarinic receptor agonists, primary screen, CHO-K1 cells, Fluo-8 calcium fluorescence; activation, % at 3 µM; 0.14% of 360,000 active; CHO-K1 hM4/Gqi5; vehicle 0%, full acetylcholine response 100%;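 active means activation above the run mean over all test wells plus 3 SD, cut at about 32% in these data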;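 further: peak over basal fluorescence ratio per well then scaled between controls; 0% = DMSO wells and 100% = acetylcholine at EC100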
IDE inh: human IDE inhibitors in live cells, primary screen, fluorescence polarization, HEK cells, FAbetaB substrate | inhibition, % at 5.59 µM | 0.41% of 320,000 active | FAbetaB cleavage | Insulin-degrading enzyme (Homo sapiens), P14735;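 active means percent inhibition above the average of all tested compounds plus 3 SD, set per screening campaign, cut at about 16% in these data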;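 further: IDE supplied by intact live HEK cells; FP after avidin binding of uncleaved biotin substrate so inhibition keeps polarization high; 0% = DMSO wells and 100% = 60 µM reference IDE inhibitor Ii1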
CHRM4 antagonist: human M4 muscarinic receptor antagonists, primary screen, CHO cells, Fluo-8 calcium fluorescence. Muscarinic acetylcholine receptor M4 (Homo sapiens), P08173. 0.73% of 360,000 active. CHO-hM4 cells, ACh EC80. inhibition, % at 3 µM. AID 624125, 2012;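 active means inhibition above its plate's cutoff, the mean inhibition of sample wells plus 3 SD, cut at about 27% in these data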;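 further: 0% = acetylcholine EC80 with DMSO and 100% = DMSO without agonist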
Numbers without * were called inactive; nt = no result given.

Each structure is followed by: CRFR2-BP antag | M5 ag | M5 PAM | M5 antag | CRFR2-BP ag | M4 PAM | M4 ag | IDE inh | CHRM4 antagonist
> COc1ccc2c(c1)C(SCC(=O)NCCc1ccc(Cl)cc1)CC(C)(C)O2 (configuration not stated)
 : -2 | 1 | -14 | 14 | 6.9 | -4 | 8 | 2 | -4
> COC(=O)c1ccccc1NC(=O)Nc1nnc(N2CCC(C)CC2)s1
 : -14 | 1 | -7 | 4 | 0.1 | 4 | 1 | -5 | 3
> COc1ccc(C)cc1NC(=O)c1ccc2c(c1)OCO2
 : 20 | -1 | -1 | 6 | -0.5 | -3 | -2 | 4 | 4
> COc1cc(OC)c(OC)cc1CNC(=O)c1cc(S(=O)(=O)N(C)c2ccccc2OC)ccc1C
 : -7 | 6 | -15 | 8 | 0.4 | -5 | 13 | nt | -1
> CCNc1nc(Oc2ccc(C#N)cc2)cc(C(F)(F)F)n1
 : 5 | -9 | -2 | -8 | 1.9 | -5 | -2 | -2 | 2
> Cc1ccc(S(=O)(=O)NCC(=O)OC(C)C(=O)NC2CCCCC2C)cc1C (configuration not stated)
 : 3 | 0 | 2 | 1 | 0.3 | 0 | 3 | nt | -17
> CC(C)CC(=O)Nc1ccc(C(=O)COc2ccc(-c3nnco3)cc2)cc1
 : -7 | 1 | -9 | 2 | 0.4 | -7 | 9 | 0 | -6
> COC(=O)c1ccc(Cl)c(NC(=O)CN(c2ccc(OC)cc2)S(=O)(=O)c2ccccc2)c1
 : -2 | 4 | -9 | 6 | 0.8 | -7 | 0 | 1 | 9
> COc1ccc(Cc2nc3ccc(C(=O)NC(C)Cc4ncccc4C)cc3o2)cc1OC (configuration not stated)
 : -6 | -1 | -13 | 13 | 0.9 | -11 | 12 | 0 | 0
> CCOC(=O)c1nn(-c2ccc(C)c(C)c2)c(=O)c2c(N)scc12
 : 22 | -10 | -13 | -5 | -0.5 | -2 | -1 | 2 | 5
> Oc1ccc(/C=N/N2CCN(C3c4ccccc4-c4ccccc43)CC2)c(O)c1
 : -62 | -2 | -4 | 5 | 2.6 | -4 | 1 | 2 | 4
> O=C(N1CCC(n2nc(-c3ccccc3)oc2=O)CC1)C1(c2ccccc2)CC1
 : -2 | -5 | -4 | 10 | -0.1 | -5 | 1 | -2 | -6
> CCOC(=O)CSc1nnc(CNC(=O)c2ccc(OC)cc2OC)n1C
 : -3 | 1 | -3 | 3 | 0.4 | 13 | 0 | -1 | -8
> O=C(NCc1ccccc1)C(Cc1ccccc1)N1C(=O)C2C3CCC(C3)C2C1=O (configuration not stated)
 : 8 | -1 | -4 | 1 | -1.0 | -10 | 3 | 4 | -2
> CCC1CCC(C(=O)NC(CCSC)C(=O)NCCc2ccc(S(N)(=O)=O)cc2)CC1 (configuration not stated)
 : 15 | -3 | 5 | 5 | -0.8 | -7 | 1 | -2 | 1
> COC(=O)C1CC(O)C(O)C(O)C1 (configuration not stated)
 : 12 | 3 | -1 | 7 | 1.4 | 8 | 2 | nt | -8
> O=C(COc1ccc2c(c1)oc(=O)c1ccccc12)N[C@@H](Cc1c[nH]c2ccccc12)C(=O)O
 : -4 | 2 | 1 | 3 | -0.3 | 5 | 0 | -1 | -10
> CC(=O)NCC(=O)N[C@@H](CC(=O)OCc1ccccc1)C(=O)OCc1ccccc1
 : -13 | 2 | 4 | 10 | -4.2 | 5 | 2 | 8 | -10
> CCC(NC(=O)C(C)NC)C(=O)N1CCCC1C(=O)NC1CCCc2ccccc21 (configuration not stated)
 : -11 | 0 | -4 | 10 | 1.4 | 6 | 1 | -6 | 7
> COc1ccc(CCNC(=O)c2ccc([N+](=O)[O-])cc2Cl)cc1OC
 : -3 | -1 | 7 | 4 | -2.5 | 18 | 1 | 10 | -5
> COCCN1CCc2c(C)nc3c(-c4ccc(OC)c(OC)c4)cnn3c21
 : 12 | -3 | -5 | 1 | -0.2 | 18 | 0 | 3 | -1
> N#Cc1ccc(NC(=O)CN2C(=O)NC(Cc3ccccc3)C2=O)cc1 (configuration not stated)
 : -11 | 1 | 0 | -5 | 0.9 | 5 | 2 | 2 | 4
> COc1ccc(C(C(=O)NC2CCCCC2)N(C(=O)c2csnn2)C2CC2)cc1 (configuration not stated)
 : -1 | -2 | -3 | 11 | -1.0 | -3 | 0 | 2 | -6
> COCCNc1nc2c(c(=O)n(Cc3ccccc3F)c(=O)n2C)n1C
 : 5 | 0 | 6 | 14 | 0.4 | -6 | 0 | 2 | 1
> O=S(=O)(Nc1cc(Cl)ccc1-n1cncn1)c1cc(Br)ccc1Br
 : 30 | 7 | -23 | 19 | 21 | -2 | 16 | -4 | 6
> Nc1nc(=S)ss1
 : -1 | 13 | 12 | 8 | 5.7 | 4 | 2 | nt | -7
> COc1ccc(NC(=O)C2(C)CCN2Cc2ccc(C(C)C)cc2)cc1OC (configuration not stated)
 : nt | 1 | -5 | 4 | nt | -4 | 2 | nt | -10
> CCN(CC(=O)Nc1ccc(NC(C)=O)cc1)C(=O)C1CC(=O)N(CCc2ccc(OC)c(OC)c2)C1 (configuration not stated)
 : 1 | 3 | 3 | 3 | -0.2 | 5 | 0 | -5 | -7
> COc1ccccc1NS(=O)(=O)c1ccc(C(=O)N2CCN(c3ccccn3)CC2)cc1
 : 40 | 5 | -23 | 13 | -1.7 | -10 | 19 | 8 | 4
> CCN(CC)C(=O)c1c[nH]c2ccc(S(=O)(=O)Nc3cc(C)cc(C)c3)cc2c1=O
 : -106 | -4 | -2 | 5 | 125* | 8 | 1 | -8 | 6

Sorted by number of heavy atoms (low to high): part of the list above
Each structure is followed by: CRFR2-BP antag | M5 ag | M5 PAM | M5 antag | CRFR2-BP ag | M4 PAM | M4 ag | IDE inh | CHRM4 antagonist
> O=S(=O)(Nc1cc(Cl)ccc1-n1cncn1)c1cc(Br)ccc1Br
 : 30 | 7 | -23 | 19 | 21 | -2 | 16 | -4 | 6
> COc1ccc(NC(=O)C2(C)CCN2Cc2ccc(C(C)C)cc2)cc1OC (configuration not stated)
 : nt | 1 | -5 | 4 | nt | -4 | 2 | nt | -10
> CCN(CC)C(=O)c1c[nH]c2ccc(S(=O)(=O)Nc3cc(C)cc(C)c3)cc2c1=O
 : -106 | -4 | -2 | 5 | 125* | 8 | 1 | -8 | 6

More entries:
Each structure is followed by: CRFR2-BP antag | M5 ag | M5 PAM | M5 antag | CRFR2-BP ag | M4 PAM | M4 ag | IDE inh | CHRM4 antagonist
> Cc1cccc(CNC(=O)c2cc(S(=O)(=O)N3CCOCC3)cn2C)c1
 : -7 | -2 | -11 | 16 | -1.3 | 2 | 1 | 3 | -12
> COc1ccc(N2C(=O)CC(Sc3ncn[nH]3)C2=O)c(OC)c1 (configuration not stated)
 : -3 | -1 | 1 | 3 | -0.2 | 5 | -1 | 0 | 2
> COc1cc(NCCCC(C)N)c2ncccc2c1 (configuration not stated)
 : 4 | 0 | 22* | 5 | -0.5 | 3 | 2 | nt | -2
> Cc1ccc(N2CC(C(=O)Nc3nc4ccc(S(C)(=O)=O)cc4s3)CC2=O)cc1C (configuration not stated)
 : -4 | -1 | -2 | 13 | -1.9 | 4 | 2 | -2 | -1
> c1ccc(N2CCN(c3nc4cc5c(cc4s3)OCO5)CC2)cc1
 : -12 | -6 | -2 | 5 | -0.9 | -1 | 1 | 3 | -1
> OCc1ccc(-c2nn(Cc3ccccc3)c3ccccc23)o1
 : -9 | 3 | 3 | -2 | 0.7 | 1 | 2 | 5 | -2
> CSCCC(NC(=O)c1ccccc1Br)C(=O)N1CCN(C(C)=O)CC1 (configuration not stated)
 : 0 | 0 | -8 | 17 | 0.3 | 4 | 1 | -4 | 12
> COc1ccccc1CNC(=O)c1c(-c2ccccc2)nn(-c2ccccc2)c1C
 : 7 | -4 | -4 | 4 | 0.5 | -6 | 6 | -3 | 3
> COCCCNC(=S)NC(=O)c1ccc(C)cc1
 : -4 | 1 | 1 | 2 | -0.9 | 3 | 1 | 4 | -1
> COc1cccc(C(=O)C2CCCN(C/C=C/c3ccccc3OC)C2)c1 (configuration not stated)
 : -10 | -9 | -14 | 23 | 0.5 | -14 | 2 | -3 | 5
> N#Cc1c(-c2ccccc2)c(-c2ccccc2)nn(CC(=O)NNC(=O)Nc2ccc(Cl)c(Cl)c2)c1=O
 : -6 | -5 | 2 | -1 | 2.9 | 9 | 1 | 1 | 4
> CC(=O)Nc1ccc(C(=O)NNC(=O)c2cccc(C)c2)cc1
 : -7 | 5 | 4 | 4 | 0.0 | 5 | 0 | -12 | -2
> Cc1cc(C)nc(NS(=O)(=O)c2ccc(N/C=C3\CCCC3=O)cc2)n1
 : -16 | -2 | 2 | 7 | -0.8 | 10 | 0 | 2 | -3
> CS(=O)(=O)c1nc(S(=O)(=O)c2ccc(Cl)cc2)c(N2CCOCC2)s1
 : -14 | -3 | -4 | 8 | 0.1 | 2 | 2 | 2 | -8
> COc1cc(CN(CC(C)C)S(=O)(=O)c2ccccc2Br)cc(OC)c1
 : 13 | -2 | -1 | -8 | 8.4 | -2 | -1 | nt | -11
> Cn1c(=O)[nH]c(=O)c2c1nc(CN1CCOCC1)n2CCCO
 : 18 | -1 | -2 | 3 | -0.3 | 5 | 2 | 3 | 1
> COc1ccc(C(C(=O)NCC2CCCO2)N(C(=O)c2snc(C(N)=O)c2N)c2ccc(C)cc2)cc1OC (configuration not stated)
 : 6 | 1 | -3 | 7 | 0.8 | 1 | 12 | nt | -8
> O=c1[nH]c2cc([N+](=O)[O-])cc(Cl)c2c2ccccc12
 : 16 | 0 | -3 | 4 | -3.2 | -1 | 0 | nt | -12
> COC(=O)C1CCN(C(=O)COC(=O)CSc2ccc(C(N)=O)cc2[N+](=O)[O-])CC1
 : 3 | 4 | 0 | 10 | -1.1 | 4 | 1 | -1 | -9
> CCC(=O)Nc1nnc(-c2ccc(OC)cc2)o1
 : 13 | 1 | 0 | 1 | -0.5 | -3 | 0 | -1 | -1
> COCc1c(C(=O)OCC(=O)c2c(N)n(CC(C)C)c(=O)n(C)c2=O)oc2ccccc12
 : -38 | -4 | -27 | 6 | 3.6 | -8 | 15 | 5 | -9
> Nc1c(-c2ccc(Cl)cc2)cnn1-c1ccccc1
 : -4 | -5 | -4 | 1 | -6.0 | 6 | 3 | 1 | -8
> COc1ccc(C2N(S(=O)(=O)c3ccc(C)cc3)CCN2S(=O)(=O)c2ccc(C)cc2)cc1
 : 10 | -1 | -4 | -3 | 1.8 | -8 | -1 | -2 | -2
> CNC(=O)CN(c1cc(OCCOC)c(Cl)cc1Cl)S(=O)(=O)c1ccccc1
 : -6 | 4 | 13 | -26 | -2.7 | 13 | 1 | 3 | -4
> CCCc1n(CC(O)COC2CCCCC2)c2ccccc2[n+]1C (configuration not stated)
 : 24 | -5 | 0 | 2 | 3.0 | 3 | 0 | -3 | 5
> O=C1/C(=C/c2ccccc2O)SC(=S)N1Cc1cccnc1
 : -3 | 1 | 3 | -2 | 5.4 | 2 | 1 | 5 | 6
> CCCC(C(=O)Nc1ccc(S(=O)(=O)N2CCCC2)cc1)c1ccccc1 (configuration not stated)
 : -27 | 13 | -9 | 11 | 8.3 | -8 | 13 | -3 | -13
